# HP1b binding inh: HTS for Inhibitors of HP1-beta Chromodomain Interactions with Methylated Histone Tails; 390,000 tested, 0.56% active; AID 540317, 2011; AlphaScreen HP1-beta / biotin-H3K9me3 peptide binding; Potency, µM (doses to about 114 µM), for the others: at the highest dose activity change, negative = inhibition, hits mostly inhibitors; note: potency is the fitted concentration of half-maximal effect; nearly all actives have a fitted effect of over 70% in size; inactives centre near 23
# Target sequence (P83916 whole entry, looked up): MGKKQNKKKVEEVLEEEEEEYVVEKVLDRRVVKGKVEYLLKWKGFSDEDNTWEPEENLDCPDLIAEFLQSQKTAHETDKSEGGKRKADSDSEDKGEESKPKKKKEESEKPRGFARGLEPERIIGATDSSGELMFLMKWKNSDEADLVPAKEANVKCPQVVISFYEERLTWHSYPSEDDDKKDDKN
#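 HP1-beta protein (50 nM final) preincubated 30 min at room temperature with biotinylated H3(1-18)K9me3 peptide (50 nM) in PBS pH 7.4, 0.01% Tween-20, then compound added for 30 min. AlphaScreen streptavidin donor/nickel chelate acceptor beads (10 ug/mL final), 30 min dark, luminescence read.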
# PGK inhibitor: qHTS Assay to Find Inhibitors of Phosphoglycerate Kinase | PGK/GAPDH coupled, Kinase-Glo luminescence, 60 min | Potency, µM (highest dose often 57.5 µM), for inactives: top-dose activity change, negative = inhibition, most hits filed as inhibitors | 380,000 tested, 0.043% active; note: potency is the fitted concentration of half-maximal effect; % is set by controls: 0 for no effect and ±100 for the full control effect; nearly all actives have a fitted effect of over 60% in size
# Target sequence (P07378 whole entry, looked up): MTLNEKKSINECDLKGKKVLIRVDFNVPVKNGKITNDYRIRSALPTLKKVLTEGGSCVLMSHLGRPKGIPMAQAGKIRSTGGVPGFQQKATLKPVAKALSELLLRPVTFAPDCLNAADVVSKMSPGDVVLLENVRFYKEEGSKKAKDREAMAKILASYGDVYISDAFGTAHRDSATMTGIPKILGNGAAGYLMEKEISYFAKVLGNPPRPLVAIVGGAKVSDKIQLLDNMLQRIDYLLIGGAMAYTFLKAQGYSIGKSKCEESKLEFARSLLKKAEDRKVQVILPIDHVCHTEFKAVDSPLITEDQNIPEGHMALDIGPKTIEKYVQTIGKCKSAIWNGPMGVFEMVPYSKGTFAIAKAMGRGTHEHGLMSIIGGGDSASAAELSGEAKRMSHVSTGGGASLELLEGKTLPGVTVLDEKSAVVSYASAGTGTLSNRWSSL
#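 Recombinant glycosomal PGK reaction used 1,3-bisphosphoglycerate generated in-well by GAPDH (100nM final) in 100mM TEA pH 7.6, 5mM MgCl2, 0.01% Tween-20. After 60 minutes at room temperature, ATP was read by Kinase-Glo Plus luminescence end-point.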
# GLS inhibitor: qHTS for Inhibitors of Glutaminase (GLS); Glutaminase kidney isoform, mitochondrial (Homo sapiens), O94925; GLS enzymatic activity, qHTS titration; Potency, µM (top dose mostly 45.5 µM), inactives show top-dose activity change, negative = inhibition, hits mostly inhibitors; 410,000 tested, 0.21% active; AID 624170, 2012; note: potency is the fitted concentration of half-maximal effect; % is set by controls: 0 for no effect and ±100 for the full control effect
#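 Two-point fluorescence kinetic (t0, 30 min RT) for hKGA; glutamate detected via glutamate oxidase–HRP–Amplex Red. Substrate: 1 mM L-glutamine solution; buffer 45 mM KH2PO4, pH 8.2.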
# ERG-DNA inh: qHTS for Small Molecule Inhibitors of the ERG Ets/DNA interaction; Potency, µM (series often up to 76.9 µM), for the others: at the highest dose FP activity, negative = inhibition, actives largely listed as inhibitors; 370,000 tested, 0.028% active; Transcriptional regulator ERG (Homo sapiens), P11308; fluorescence polarization, His-ERG Ets domain / labelled DNA; active = well fitted inhibition curve with a large enough effect in the polarisation, with a control signal flat; inconclusive = small, poorly fitted or top-dose-only effect, or effect the other way, or a change in a side signal; inactive = no such curve, though single readings can be large or run the other way; the % refers to the polarisation;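 note: polarization taken with two DNA probes labelled with fluorescein and Texas red; potency is the fitted concentration of half-maximal effect; % of control where 0% means no effect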
#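 His-tagged ERG Ets domain (1 uM in the protein solution; 300mM KCl, 50mM Tris-HCl, 1mM EDTA, 1mM DTT, pH 7.5) received compound, then a probe mix of 5 nM fluorescein-DNA and 100nM Texas-615-DNA. Fluorescence polarization was read for both dyes.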
# PI4K2A inh: qHTS for small molecular inhibitors of PI4K2A. 420,000 tested, 0.13% active. AID 1346378, 2018. Phosphatidylinositol 4-kinase type 2-alpha (Homo sapiens), Q9BTU6. purified PI4K2A, ADP-Glo luminescence, 1 h; stronger effect = lower value. activity change, negative = inhibition, % at 76.9 µM; in the data active = activity change below about -50%; inconclusive = mostly about -30% to -49%;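 note: -100% = wells without enzyme as full effect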
#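 Compounds are screened against recombinant PI4K2A using PI as substrate and ATP, the latter dispensed at 300 microM. Reactions run one hour at ambient temperature before ADP-Glo detection; full inhibition defined by wells lacking enzyme.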
# G9a inh: qHTS Assay for Inhibitors of Histone Lysine Methyltransferase G9a. Histone-lysine N-methyltransferase EHMT2 (Homo sapiens), Q96KQ7. G9a H3K9 monomethylation, AlphaScreen, 2 h. Potency, µM (top dose mostly 102 µM), without a hit: at the highest dose activity, negative = inhibition, most hits filed as inhibitors. 350,000 tested, 8.8% active; note: potency is the fitted concentration of half-maximal effect; % is set by controls: 0 for no effect and ±100 for the full control effect; nearly all actives have a fitted effect of over 75% in size
# Target sequence (Q96KQ7 913-1193 limits assumed): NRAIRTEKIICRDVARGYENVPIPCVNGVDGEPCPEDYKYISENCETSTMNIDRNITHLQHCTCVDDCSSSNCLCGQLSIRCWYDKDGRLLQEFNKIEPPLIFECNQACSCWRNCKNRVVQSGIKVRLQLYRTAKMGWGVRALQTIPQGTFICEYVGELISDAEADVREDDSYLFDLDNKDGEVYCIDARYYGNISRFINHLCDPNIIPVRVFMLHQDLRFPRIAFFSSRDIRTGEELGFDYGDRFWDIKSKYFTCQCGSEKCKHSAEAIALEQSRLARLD
#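 Chemiluminescent proximity detection of H3K9 monomethylation, read after 10 min bead incubation in the dark. Reaction: 20 nM G9a, 500 nM biotin-H3K9 peptide, 20 uM SAM cofactor, 2 h, room temperature, following 15 min enzyme-compound preincubation.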
# JMJD2A Tudor: qHTS Assay for Inhibitors of JMJD2A-Tudor Domain; AlphaScreen JMJD2A-Tudor / H3K4me3 peptide binding; Potency, µM (titrated, usually from 114 µM), for the others: top-dose activity change, negative = inhibition, usual class: inhibitors; 390,000 tested, 4.4% active; note: potency is the fitted concentration of half-maximal effect; % is set by controls: 0 for no effect and ±100 for the full control effect; nearly all actives have a fitted effect of over 50% in size
# BAZ2B block: qHTS Assay for Inhibitors of BAZ2B | Bromodomain adjacent to zinc finger domain protein 2B (Homo sapiens), Q9UIF8 | AlphaScreen BAZ2B-H3K14Ac peptide displacement | Potency, µM (doses to about 114 µM), for the others: top-dose activity change, negative = inhibition, actives largely listed as inhibitors | 360,000 tested, 4.4% active; note: potency is the fitted concentration of half-maximal effect; % is set by controls: 0 for no effect and ±100 for the full control effect; nearly all actives have a fitted effect of over 60% in size
#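 AlphaScreen luminescence quantifies BAZ2B engagement of H3K14Ac peptide; the protein and biotinylated peptide are both at 50 nM final, buffer PBS pH 7.4 with 0.01% Tween-20, all steps at room temperature.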
# Pin1 inh: qHTS Assay to Find Inhibitors of Pin1; Peptidyl-prolyl cis-trans isomerase NIMA-interacting 1 (Homo sapiens), Q13526; Pin1 FP peptide displacement, HiFluor488, 10 min; Potency, µM (highest dose often 115 µM), without a hit: top-dose activity, negative = inhibition, hits mostly inhibitors; 390,000 tested, 0.009% active; AID 504891, 2011; active = well fitted inhibition curve with a large enough effect in the polarisation, with a control signal flat, not every such curve was filed as active; inconclusive = small, poorly fitted or top-dose-only effect, or effect the other way, or a change in a side signal; inactive = no such curve, though single readings can be large or run the other way; the % refers to the polarisation; note: potency is the fitted concentration of half-maximal effect; % is set by controls: 0 for no effect and ±100 for the full control effect
# Target sequence (Q13526 whole entry, looked up): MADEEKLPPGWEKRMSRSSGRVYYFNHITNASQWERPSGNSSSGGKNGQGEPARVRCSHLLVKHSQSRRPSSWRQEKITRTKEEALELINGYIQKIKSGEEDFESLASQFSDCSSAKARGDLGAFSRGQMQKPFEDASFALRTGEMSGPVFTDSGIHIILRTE
# An asterisk follows results filed as active; i = inactive; ? = inconclusive; . = not tested or not shown; & = joins results of further samples; [ ] = another dose, or the depositor's remark. Unless noted, calls come from the whole dose curve; as a rule, active = well fitted curve in the direction sought with a large enough effect; inconclusive = small, poorly fitted or top-dose-only effect, or another doubt; inactive = no such curve, though single readings can be large; an effect the other way counts as inactive or inconclusive.
SMILES,HP1b binding inh,PGK inhibitor,GLS inhibitor,ERG-DNA inh,PI4K2A inh,G9a inh,JMJD2A Tudor,BAZ2B block,Pin1 inh
Cc1ccc(NC(=O)COC(=O)c2ccc([N+](=O)[O-])s2)c(C)c1,55%[activator],-2%,-12%,1%,7,17%,-5%,-1%,0%
Cn1c(SCC(=O)N2CCCC2)nnc1-c1cnccn1,41%[activator],-7%,-1%,2%,1,.,-5%,-17%,5%
COc1cc(CN(C(=O)COc2ccc(Br)cc2)c2ccccn2)cc(OC)c1OC,34%[activator],i,5%,4%,-19,-8%[59 µM],-5%,-9%,-1%
Cc1cccc(C(=O)Nc2cc3c(cc2N2CCOCC2)n(C)c(=O)n3C)c1,6%,-5%,1%,0%,-1,-2%[59 µM],-7%,-32%,-5%
Cc1ccc(N2CC(C(=O)Nc3ccc(Cl)cc3Cl)CC2=O)cc1 (stereo not drawn),27%,-8%,-6%,-2%,3,9%[59 µM],-9%,-1%,-2%
COCc1nc2oc3ccc(C)cc3c(=O)c2cc1C(=O)OC,15%,3%,10%,-3%,-2,-5%,-11%,-1%,10%
Cc1cccc(OCC(=O)Nc2ccc3c(c2)C(=O)NC3=O)c1,58%[activator],i,2%,0%,4,0%[0.0925 µM],-8%,-21%,-11%
O=C(OCC1CCCO1)c1ccc2c(c1)N(Cc1cccc(Cl)c1)C(=O)c1ccccc1S2(=O)=O (stereo not drawn),18%,-5%,1%,0%,5,-4%[59 µM],-6%,-2%,6%
COC(C[C@H]1O[C@H]1[C@@H](O)[C@H](C)OCc1ccccc1)OC,42%[activator],i,-4%,-21%,-5,3%[59 µM],0%,1%,-5%
CCN(c1cccc(C)c1)S(=O)(=O)c1ccc(-c2cc(C)no2)s1,34%,-7%,4%,5%,-6,115%[activator],23%,23%,1%
Cn1cc(Cl)c(C(=O)N/N=C/c2ccc(OS(=O)(=O)c3ccccc3)cc2)n1,23%,4%,1%,-2%,4,17%[59 µM],-15%,10%,-6%
O=C(CCCn1c(=O)oc2ccccc21)N1CCN(c2ccc(F)cc2)CC1,11%,3%,-14%,18%,1,40%[12.7 µM],0%,-25%,2%
COCCCNC(=O)C1CCCN(S(=O)(=O)c2cccc3nsnc23)C1 (stereo not drawn),6%,-16%,-5%,-3%,-4,13%,5%,-8%,-7%
Cc1cccc(C)c1NC(=O)CN1CCc2ccccc2C1,43%[activator],-10%,2%,0%,1,.,-6%,.,-8%
O=C(CN1C(=O)S/C(=C\c2ccccc2F)C1=O)NCCCn1ccnc1,45%[activator],-7%,-1%,12%,0,0%,-15%,-35%,0%
CC(C)(C)NC(=O)C(c1ccncc1)N(C(=O)c1csnn1)C1CC1 (stereo not drawn),45%[activator],i,9%,-5%,1,5%[59 µM],-11%,.,0%
COc1cccc(/C=C(\CC(=O)O)c2nc3ccccc3s2)c1,34%,2%,9%,-4%,6,-8%,-4%,.,3%
CCCCOc1ccc(NC2=NC3(CCCC3)N=C(N)N2)cc1,4%,-3%,1%,-6%,-4,9%[59 µM],-26%,3%,6%
CN(CC(=O)Nc1ccccc1Cl)S(=O)(=O)c1ccc(C(=O)N2CCOCC2)s1,36%,i,-4%,-4%,8,0%[12.7 µM],-3%,-8%,-2%
Fc1ccc(SCCc2ccccn2)cc1,35%&36%[activator],4%&15%,0%&-10%,16%[15.4 µM],1&-1,34%&23%,12%&-4%,?,-7%&-9%
CCCN1C(=O)/C(=C/C=C2\N(CC)c3ccccc3C2(C)C)SC1=S,10µM*,-3%,-7%,84%[activator],-2,?,11µM*,1.8µM*,?
Cc1ccc(NC(=O)CN(C)C(=S)NC2CC2)cc1,26%,i,7%,10%,-4,-4%,-4%,-33%,0%
CC(C)C[C@H]1CNC(=S)N1CC1CCCN1C[C@H](Cc1ccc(O)cc1)N1C[C@H](Cc2ccccc2)N(CC2CCCCCC2)C1=S (stereo partly drawn),35%,-1%,10%,6%,-1,.,-30%,.,-2%
CCOC(=O)C1CCCN(S(=O)(=O)c2ccc3c(c2)C(C)(C)C(=O)N3C)C1 (stereo not drawn),37%[activator],-10%,2%,-2%,-6,-2%,-17%,-20%,1%
CC(=O)N1c2ccc(S(=O)(=O)N3CCC(C(=O)Nc4cccc(C(F)(F)F)c4)CC3)cc2CC1C (stereo not drawn),-1%,-3%,-9%,11%,1,15%,-25%,-21%,7%
# New compounds follow.
SMILES,HP1b binding inh,PGK inhibitor,GLS inhibitor,ERG-DNA inh,PI4K2A inh,G9a inh,JMJD2A Tudor,BAZ2B block,Pin1 inh
Cc1ccc(O)c(NC(=O)C2CC(c3c(F)cccc3Cl)=NO2)c1 (stereo not drawn),24%,-5%,.,-6%,4,-23%[12.7 µM],-19%,-32%,?
COc1ccc(-c2cn(/N=C/c3ccc(Cl)cc3Cl)c(N)n2)cc1,3%,-7%,1%,.,5,35µM*,-19%,-12%,9%
CCN1C(=O)[C@@H]2[C@@H](c3ccc(-c4ccc(F)cc4)c(OC)c3)N3CCCC[C@@]3(C(=O)OC)[C@@H]2C1=O,31%,-6%,-4%,-12%,-1,13%[2.33 µM],-21%,-5%,?
CC(=O)c1ccc(NC(=O)c2ccc(CNc3c(N4CCOCC4)c(=O)c3=O)cc2)cc1,27%,-1%,19%,2%,1,8%,-14%,-24%,5%
Cc1cc(C)c(-c2n[nH]c3c2C(c2ccccc2F)N(Cc2ccco2)C3=O)c(O)c1 (stereo not drawn),19%,8%,4%,-4%,-2,28%[59 µM],-31%,?,2%
Cc1noc(C)c1C(=O)OCC(=O)Nc1cc(Cl)ccc1Oc1ccccc1,46%[activator],7%,10%,8%,11,73%[activator],43%[activator],17%,-1%
CC(C)(C)c1cc(NC(=O)c2ccco2)n(-c2ccccc2)n1,25%,11%,-2%,1%,-10,74%[activator],-1%,-16%,-3%
CCCCN(CC)Cc1ccc(CNC(=O)Nc2ccc(F)cc2)o1,15%,7%,-2%,7%,1,9%[12.7 µM],-9%,0%,11%
Cc1nn(CC(=O)N(C)C2CCS(=O)(=O)C2)c(C)c1S(=O)(=O)N(C)C (stereo not drawn),28%,-3%,-2%,13%,1,-10%[12.7 µM],6%,-4%,-6%
O=C(NC1CCCC1)C1CCCN1C(=O)Nc1ccccc1Cl (stereo not drawn),14%,-7%,-8%,4%,-1,18%[59 µM],3%,8%,-5%
Cc1ccc(NS(=O)(=O)c2ccc3c(c2)oc(=O)n3C)cc1C,1%,-9%,4%,1%,8,8%[2.33 µM],-16%&-8%,3%,34%&0%[activator]
COc1ccc(-c2oc3ncn4nc(-c5cccc(C)c5)nc4c3c2-c2ccc(OC)cc2)cc1,-4%,i,0%,2%,3,?,-19%,-2%,-2%
COC(=O)[C@H](CCSC)NC(=O)c1cccnc1SC,37%,-9%,-3%,-6%,1,3%,-4%,5%,-2%
Cn1c(SCC(=O)NC2CC2)nnc1-c1ccc(Cl)cc1,43%[activator],4%,3%,-2%,1,4%[2.33 µM],-4%,-3%,-8%
CCOc1ccc(N(CC)C(=O)c2noc3c2COc2ccc(C)cc2-3)cc1,35%,9%,2%,-2%,3,11%[59 µM],-16%,-5%,4%
CC(C)CNC(=O)C(=O)Nc1ccc(N(C)C)cc1,30%,1%,15%,2%,-3,?,3%,2%,4%
Cc1onc(-c2ccccc2Cl)c1C(=O)OCC(=O)Nc1cccc(S(=O)(=O)N(C)C)c1,6%,-10%,9%,1%,3,5%,-25%,8%,-1%
Cc1ccc(S(=O)(=O)NCCc2nnc3ccc(SCC(=O)Nc4nc(C)cs4)nn23)cc1,11%,-7%,1%,-3%,-3,10%[59 µM],-18%,2%,3%
CCOC(=O)c1cc(NC(=O)OC)c(C)nc1C,14%,-8%,1%,-4%,-4,0%[59 µM],-11%,6%,8%
O=C(CN1CCOCC1)Nc1ccccc1Sc1ccccc1,43%[activator],i,-1%,-1%,4,17%[59 µM],-4%,-1%,0%
CC[C@]1(C(=O)OC)[C@H]2C(=O)N(C)C(=O)[C@H]2[C@H]2CN=C(SCC3CC3)N21,15%,1%,2%,-2%,4,.,-25%,.,-2%
Brc1ccc(NC(c2ccccc2)c2ccncc2)cc1 (stereo not drawn),17%,.,20%,-2%,-8,?,56µM*,71µM*,-2%
CC(=O)N/C(=C\c1ccccc1)C(=O)OCC(=O)N1CCCCCC1,18%,1%,2%,-1%,3,-38%,-7%,1%,1%
COc1ccc(S(=O)(=O)N2CCN(CCc3ccccc3)CC2)c(OC)c1,20%,4%,14%,-1%,0,.,-18%,-24%,-4%
O=C(NCCC1=CCCCC1)C1CCN(S(=O)(=O)c2ccc(-n3cnnn3)cc2)CC1,12%,4%,8%,-5%,8,13%[2.33 µM],-2%,6%,2%

# High-throughput results deposited in PubChem by National Center for Advancing Translational Sciences (NCATS).
